# Source: PubChem
# ASM inhibitor = Inhibitors of Secretory Acid Sphingomyelinase (S-ASM): qHTS | placental ASM, HMU-PC fluorogenic substrate, 60 min | Potency, µM (titrated, usually from 57.5 µM), for the others: at the highest dose activity change, negative = inhibition, usual class: inhibitors | hit rate 0.006% among 340,000 | AID 504937, 2011; also: potency is read from the fitted curve at half-maximal effect
#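 Human placenta-derived ASM enzyme was preincubated with compound for 10 minutes at room temperature, then given fluorogenic substrate HMU-PC0 (9 uM final) for 60 minutes at 37 °C; a pH 10 stop preceded fluorescence reading at Ex 386/Em 447 nm.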
# BRCA1 expr act = qHTS Assay to Identify Small Molecule Activators of BRCA1 Expression | AID 624202, 2012 | MCF7-BRCA1-FFLuc reporter, luminescence, 48 h; response scale: scaled: vehicle 0%, 10 µM genistein 100% | hit rate 1.1% among 380,000 | Potency, µM (doses to about 46.1 µM), for inactives: at the highest dose activation, actives largely listed as activators; also: potency is read from the fitted curve at half-maximal effect; nearly all actives have a fitted effect of over 80% in size; some results filed as inactive show a strong effect at the top dose
#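 Compounds are tested at multiple concentrations on MCF7 BRCA1-luciferase reporter cells seeded at 2000 per well; after 48 h, a single luminescence end-point is taken and curves fitted to the normalized data.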
# ELG1 genotoxic = qHTS screen for small molecules that induce genotoxicity in human embryonic kidney (HEK293T) cells expressing luciferase-tagged ELG1; AID 504466, 2011; HEK293T ELG1-luciferase reporter, luminescence, 16 h; Potency, µM (titrated, usually from 46 µM), without a hit: at the top dose activity change, positive = activation, hits mostly activators; hit rate 1.3% among 330,000; also: potency is read from the fitted curve at half-maximal effect; % of control where 0% means no effect; nearly all actives have a fitted effect of over 60% in size
#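 Step 1: seed 2,000 HEK293T ELG1-luciferase cells per well. Step 2: add compound or DMSO, incubate 16 hr at 37 °C. Step 3: ONE-Glo, 30 min at room temperature, read luminescence.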
# a7 integrin act = qHTS for Activators of Integrin-Mediated Alleviation for Muscular Dystrophy. alpha7betagal myoblasts, beta-gal FDG fluorescence, 48 h. Potency, µM (top dose mostly 38.3 µM), for the others: top-dose activation, actives largely listed as activators. hit rate 0.064% among 350,000. AID 624291, 2012;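 also: potency is read from the fitted curve at half-maximal effect; 100% = response of the positive control SU9516; nearly all actives have a fitted effect of over 60% in size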
#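 Alpha7betagal+/- myoblasts (passage 13) were plated 16-24 hr, then exposed to compounds (1:260 dilution of DMSO stock) for 48 hours at 37C. After MPER lysis, β-galactosidase reporter activity was read as FDG fluorescence (ex 480/em 540) after 30 minutes.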
# B2AR arrestin = qHTS assay of beta-arrestin-biased ligands of beta2-adrenergic receptor. hit rate 0.02% among 330,000. Beta-2 adrenergic receptor (Homo sapiens), P07550. Potency, µM (highest dose often 46.1 µM), inactives show top-dose activation, usual class: activators. beta-arrestin recruitment to beta2AR, cell-based reporter. AID 492947, 2010;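 also: potency is read from the fitted curve at half-maximal effect; 0% = DMSO controls and full agonism = EC100 isoproterenol or metaproterenol; nearly all actives have a fitted effect of over 65% in size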
# Eya2 inh = qHTS Assay for Inhibitors of the Phosphatase Activity of Eya2; Protein phosphatase EYA2 (Homo sapiens), O00167; recombinant Eya2, OMFP fluorescence dephosphorylation (OMFP is methylfluorescein phosphate); Potency, µM (doses to about 76.9 µM), inactives show at the top dose activity, negative = inhibition, actives largely listed as inhibitors; hit rate 0.006% among 330,000; also: potency is read from the fitted curve at half-maximal effect; % is scaled to controls: 0 for no effect and ±100 for the full control effect
# Target sequence (O00167 whole entry, looked up): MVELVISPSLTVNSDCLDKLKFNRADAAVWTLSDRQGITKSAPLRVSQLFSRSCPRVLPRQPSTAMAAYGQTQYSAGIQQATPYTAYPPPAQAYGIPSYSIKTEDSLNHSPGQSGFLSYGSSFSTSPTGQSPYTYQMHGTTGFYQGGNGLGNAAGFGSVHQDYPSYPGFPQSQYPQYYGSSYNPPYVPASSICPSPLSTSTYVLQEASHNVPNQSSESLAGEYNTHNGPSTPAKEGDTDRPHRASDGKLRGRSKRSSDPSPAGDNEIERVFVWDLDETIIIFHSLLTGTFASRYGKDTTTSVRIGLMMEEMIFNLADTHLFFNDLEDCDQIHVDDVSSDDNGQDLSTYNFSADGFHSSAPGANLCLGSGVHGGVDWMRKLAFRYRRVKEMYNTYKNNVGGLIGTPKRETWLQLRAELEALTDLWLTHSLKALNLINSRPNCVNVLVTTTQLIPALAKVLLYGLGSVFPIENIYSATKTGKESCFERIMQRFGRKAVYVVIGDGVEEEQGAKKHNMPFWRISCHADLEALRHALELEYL
#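 Eya2 (0.2 uM) preincubated 10 min at ambient with compound, then OMFP substrate added at 50 uM; 10 min reaction in 50 mM HEPES pH 7.5, 50 mM NaCl, 5 uM MgCl2, 0.05% BSA, 1 mM DTT. Fluorescence read at Ex 485/Em 525 nm.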
# p53 reactivation = qHTS assay for re-activators of p53 using a Luc reporter; H1299 p53-A138V BP100-luciferase reporter, luminescence, 24 h; Potency, µM (top dose mostly 92.2 µM), for inactives: at the highest dose activity change, positive = activation, usual class: activators; hit rate 0.063% among 320,000; also: potency is read from the fitted curve at half-maximal effect; % of control where 0% means no effect; nearly all actives have a fitted effect of over 45% in size
#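 p53-null H1299 cells stably carrying temperature-sensitive p53-A138V and a BP100-luciferase reporter were pinned with compounds (4-point, 1:5 series) and held 24 hrs at 37 deg C. Luminescence was read 10 min after detection reagent.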
# TRPV1 ag = HTS Assay for Compounds that Act as Agonists of the Vanilloid Receptor 1 | Transient receptor potential cation channel subfamily V member 1 (Homo sapiens), Q8NER1 | TRPV1-expressing cells, Fluo-8 calcium influx, agonist mode | activation, % at 8.33 µM | hit rate 0.19% among 320,000 | AID 540275, 2011; in the data active = activation above about 80%; inconclusive = between about 30% and that limit; also: 0% is about no effect
#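 Fluo-8 calcium influx in TRPV1-expressing cells, kinetic read (ex 480/em 520 nm). Compound added and read 3 min for agonist activity, followed by capsaicin at EC20 final and 2 min further read for enhancement.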
# uPA generation = qHTS for Inhibitors of Cell Surface uPA Generation. cell surface uPA generation assay, qHTS. AID 540303, 2011. hit rate 0.31% among 330,000. Potency, µM (highest dose often 38.3 µM), without a hit: at the highest dose activity change, negative = inhibition, hits mostly inhibitors; active = well fitted inhibition curve with a large enough effect; inconclusive = small, poorly fitted or top-dose-only effect; inactive = no such curve, though single readings can be large or run the other way; tested in mouse RAW 264.7 cells; also: potency is read from the fitted curve at half-maximal effect; % is scaled to controls: 0 for no effect and ±100 for the full control effect; nearly all actives have a fitted effect of over 55% in size
# PTAP TSG101 blk = qHTS Assay for Iinhibitors of HIV-1 Budding by Blocking the Interaction of PTAP/TSG101; Fluorescence polarization, FITC-PTAP peptide / Tsg101 binding; Tumor susceptibility gene 101 protein (Homo sapiens), Q99816; Potency, µM (series often up to 115 µM), for inactives: at the top dose activity change, negative = inhibition, hits mostly inhibitors; 340,000 tested, under 10 active; active = well fitted inhibition curve with a large enough effect in the main read-out, with a control signal flat, not every such curve was filed as active; inconclusive = small, poorly fitted or top-dose-only effect, or effect the other way, or a change in a side signal; inactive = no such curve, though single readings can be large or run the other way; also: potency is read from the fitted curve at half-maximal effect; % of control where 0% means no effect
# Target sequence (Q99816 whole entry, looked up): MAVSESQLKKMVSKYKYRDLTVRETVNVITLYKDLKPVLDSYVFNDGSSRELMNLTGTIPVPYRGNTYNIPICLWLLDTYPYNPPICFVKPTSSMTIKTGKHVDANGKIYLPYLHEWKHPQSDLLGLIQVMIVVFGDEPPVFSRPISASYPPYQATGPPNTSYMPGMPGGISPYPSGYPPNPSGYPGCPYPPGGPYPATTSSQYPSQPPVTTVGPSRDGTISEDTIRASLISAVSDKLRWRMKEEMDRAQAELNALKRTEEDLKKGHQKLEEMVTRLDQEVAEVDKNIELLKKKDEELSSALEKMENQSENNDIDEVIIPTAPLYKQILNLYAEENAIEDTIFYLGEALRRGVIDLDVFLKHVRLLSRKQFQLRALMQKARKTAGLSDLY
#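 Tsg101 binding domain (10 uM final) was mixed with compound and a FITC-labeled PTAP peptide (50 nM final) in HEPES pH 7.5 buffer with NaCl, Tween 20, EDTA and TCEP; fluorescence polarization was read after 20 min at r.t.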
# USP2a inh = qHTS Assay for Inhibitors of Ubiquitin-specific Protease USP2a Using CHOP2 as the Reporter. Ubiquitin carboxyl-terminal hydrolase 2 (Homo sapiens), O75604. AID 463254, 2010. USP2 core, Ub-CHOP2 coupled fluorogenic reporter, 485/531. hit rate 0.01% among 330,000. Potency, µM (highest dose often 38.3 µM), for inactives: at the highest dose activity change, negative = inhibition, most hits filed as inhibitors;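 also: potency is read from the fitted curve at half-maximal effect; plate controls were DMSO wells for no effect and full inhibition by NEM control for full effect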
#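 USP2 core (10nM final) preincubated 30min RT with compound in 20mM Tris-HCl pH 8.0, 2mM CaCl2, 2mM beta-mercaptoethanol, 0.05% CHAPS; 25nM Ub-CHOP2 plus 25nM reporter substrate added, fluorescence (Ex485/Em531) read after 60min.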
# * marks the source's active call; other numbers are inactive results; ? = inconclusive; . = no result given; [ ] = another dose, or the depositor's remark. Unless noted, calls follow the shape of the dose curve; as a rule, active = well fitted curve in the direction sought with a large enough effect; inconclusive = small, poorly fitted or top-dose-only effect, or another doubt; inactive = no such curve, though single readings can be large; an effect the other way counts as inactive or inconclusive.
entry | smiles | ASM inhibitor | BRCA1 expr act | ELG1 genotoxic | a7 integrin act | B2AR arrestin | Eya2 inh | p53 reactivation | TRPV1 ag | uPA generation | PTAP TSG101 blk | USP2a inh
1 | O=S(=O)(c1ccc(OCC(O)CNC23CC4CC(CC(C4)C2)C3)c(Cl)c1)N1CCOCC1 (stereo unspecified) | -1% | -69% | -2% | -53%[inhibitor] | -0.3% | -11% | 1% | -4 | -12% | -1% | 3%
2 | Cc1ccc(SCCn2nc(C(=O)O)c3ccccc3c2=O)cc1 | -2% | -18% | -1% | 11% | 0.2% | 0% | -1% | -1 | 7% | -1% | 3%
3 | CC(C)(CNC(=O)CC1C(=O)NCCN1Cc1cccc(F)c1F)N1CCOCC1 (stereo unspecified) | 4% | 0% | 1%[9.26 µM] | -22% | -0.2% | -10% | 13% | 2 | 5% | -2% | 0%
4 | CC(C)OC(=O)c1cccc(C(=O)Oc2ccccc2)n1 | 2% | 17% | 1% | 13% | -0.7% | 10% | 2% | 5 | 3% | -8% | 6%
5 | Cc1c(NC(=O)CSc2ncn[nH]2)c(=O)n(-c2ccccc2)n1C | 4% | -13% | 3% | -3% | -0.4% | 2% | 9% | -1 | -1% | -1% | 0%
6 | COc1ccc(NS(=O)(=O)c2csc(C(N)=O)c2)cc1OC | 0% | -8% | -3% | 0% | 0.4% | 4% | 0% | -12 | 2% | -11% | 1%
7 | COc1cc2oc3cc(C)oc(=O)c3c2cc1OC | -1% | 43% | 11% | 0% | -0.2% | 9% | 5% | -9 | -6% | -9% | 7%
8 | O=C(CN(Cc1ccccc1)S(=O)(=O)c1ccc(Br)cc1)N/N=C/c1ccccc1C(=O)O | 0% | -26% | 0% | -21% | 0.6% | -3% | 9% | -1 | 6% | -9% | -2%
9 | O=C(OCc1ccc([N+](=O)[O-])cc1)c1cnc(Cl)c(Cl)c1 | -3% | -21% | 7% | 3% | -0.3% | 9% | 8% | 9 | 1% | -4% | -1%
10 | CC1CCC(=O)N(CCSc2ccccc2)CC1 (stereo unspecified) | -1% | ? | ? | 6% | -1.2% | 1% | . | 27 | ? | -2% | 2%
11 | C=CCn1c(SCC(=O)NCC2CCCO2)nc2sc(C)c(C)c2c1=O (stereo unspecified) | 4% | 9% | 3% | -1% | 0.4% | 0% | -6% | 28 | -2% | -4% | 1%
12 | CC1(C)CC(NS(=O)(=O)c2ccc(S(=O)(=O)N3CCOCC3)cc2)CCO1 (stereo unspecified) | 3% | -8% | -3% | -1% | 0.0% | 20% | -1% | -2 | 4% | . | 0%
13 | CCOc1cc(Br)c(COc2ccc(C)nc2[N+](=O)[O-])cc1OCC | -5% | -17% | -19% | 3% | -0.2% | -3% | -7% | 1 | -3% | -4% | -2%
14 | COc1cccc(C2C3=C(CC(C)(C)CC3=O)Nc3cc4c(cc32)OCO4)c1 (stereo unspecified) | . | 0% | 8% | -22% | -0.5% | -6% | -2% | 26 | ? | -4% | 0%
15 | CCOC(=O)c1cnn(Cc2ccccc2)c1N | 1% | 16% | -2% | -5% | 0.3% | -6% | 2% | 3 | 4% | -10% | 0%
16 | CCOc1cc(/C=N/N=C2/NC(=O)C(CC(=O)O)S2)ccc1OS(=O)(=O)c1ccc(C)cc1 (stereo unspecified) | 0% | 0% | -2% | 36% | 0.0% | 6% | -1% | -1 | 4% | -2% | -2%
17 | CN(C)S(=O)(=O)c1cccc(C(=O)NCC2CCCO2)c1 (stereo unspecified) | 7% | -8% | 0% | 2% | -0.3% | 7% | 3% | 1 | 5% | -2% | 1%
18 | COCCNC(=S)NNC(=O)c1cc(-c2cccnc2)nc2ccccc12 | 10% | -9% | 1% | 15% | -0.4% | -11% | 15% | -2 | -6% | -1% | 0%
19 | Cc1cc(=O)[nH]c(NCc2ccc(Cl)cc2)n1 | 1% | -3% | -1% | -16% | -0.7% | -13% | . | ? | -5% | -7% | -1%
20 | N#C/C(=C\c1ccncc1)c1ccc(NC(N)=O)cc1 | 254%[activator] | 19% | -4% | -33%[inhibitor] | -0.1% | 9% | -1% | 0 | 18% | -5% | -1%
21 | Cc1ccc(NC(=O)Nc2c(C)n(C)n(-c3ccccc3)c2=O)cc1 | -3% | -15% | -5% | 4% | 0.3% | -20% | 6% | -1 | 6% | -7% | -1%
22 | CCN(CCO)c1ccc(N=Nc2cc(C)[nH]n2)cc1 | -15% | ? | ? | ? | -0.3% | -13% | -9% | 0 | -24% | 6% | 1%
23 | COc1cccc(NS(=O)(=O)c2cc3c(cc2C)N(C)CCO3)c1 | 9% | -7% | 0% | 5% | 0.3% | -21% | 10% | 3 | -16% | -2% | -4%
24 | COc1ccccc1NC(=O)c1ccc(C)s1 | 1% | -1% | 12µM* | -26% | 0.0% | 2% | ? | 22 | -3% | 0% | 0%
25 | Cc1cc(C)c(NC(=O)COC(=O)c2ccncc2)c(C)c1 | -2% | 5% | -1% | -27% | -0.1% | -13% | -4% | . | -2% | 2% | 4%
26 | COCCNC(=O)CCCn1c(=O)c2cc(OC)c(OC)cc2n(CC(=O)Nc2ccc(C)c(F)c2)c1=O | -3% | 17% | -1% | 0% | 0.2% | 18% | 2% | 4 | 5% | -1% | 1%
27 | COc1ccc(CCC(=O)OCC(=O)NCc2ccc3c(c2)OCO3)cc1 | 3% | -15% | 1% | -14% | -1.0% | 3% | 10% | 15 | 1% | -2% | -1%
28 | COc1ccc(NC(C)=O)cc1NC(=O)CSc1nnc(-c2ccccn2)n1C | -1% | -1% | -1% | -15% | 0.0% | 0% | -3% | 3 | . | -3% | 3%
29 | Cc1nc(-c2ccccc2)sc1C(=O)Nc1ccc(S(N)(=O)=O)cc1 | -8% | -25% | -8% | -19% | -0.8% | 17% | -9% | ? | 3% | 0% | 2%
30 | Cc1[nH]c(C)c(C(=O)O)c1CNC1CCCCC1C (stereo unspecified) | . | . | 3% | . | 0.0% | 2% | 0% | ? | . | . | 0%
31 | O=S(=O)(Nc1ccc2c(c1)OCCO2)c1ccc(F)cc1 | 2% | -1% | -13% | 2%[7.66 µM] | -0.1% | 9% | 1% | -2 | . | -2% | -2%
